S1P3 antag = S1P3 receptor antagonists, primary screen, cell-based; Sphingosine 1-phosphate receptor 3 (Homo sapiens), Q99500; CHO S1P3 NFAT-BLA reporter, FRET fluorescence, antagonist mode; inhibition, % at 4.98 µM; actives 0.27% (n = 170,000);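 active means inhibition above the plate cutoff, the mean inhibition of test wells on that plate plus 3 SD, cut at about 28% in these data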;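 further: cells challenged with S1P at its EC80 of 0.8 µM; blue over green emission ratio from cleaved BLA substrate after 4 h stimulation; 0% = S1P-stimulated wells and 100% = unstimulated DMSO-only wells; some compounds past the cut are filed as inactive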
Target sequence (Q99500 whole entry, looked up): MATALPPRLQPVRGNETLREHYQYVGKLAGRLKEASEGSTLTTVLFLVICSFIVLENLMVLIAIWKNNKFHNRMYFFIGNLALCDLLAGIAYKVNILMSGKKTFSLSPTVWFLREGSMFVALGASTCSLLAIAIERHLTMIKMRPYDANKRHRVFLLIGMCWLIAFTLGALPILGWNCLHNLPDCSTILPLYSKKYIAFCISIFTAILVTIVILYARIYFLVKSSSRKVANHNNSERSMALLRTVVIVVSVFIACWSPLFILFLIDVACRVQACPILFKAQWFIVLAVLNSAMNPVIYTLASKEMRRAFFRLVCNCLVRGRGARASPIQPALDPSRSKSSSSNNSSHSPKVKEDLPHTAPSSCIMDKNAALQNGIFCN
L major viab = Leishmania major promastigote growth inhibition, primary screen | Leishmania major promastigotes, resazurin fluorescence viability | inhibition, % at 10 µM | actives 9% (n = 200,000) | AID 1063, 2008; in the data active means inhibition above about 50%;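 further: promastigotes grown with compound for 44 hours at 28 °C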
PPARg SRC-1 ag = PPARgamma agonists recruiting SRC-1 coactivator, primary screen, biochemical | Peroxisome proliferator-activated receptor gamma (Homo sapiens), P37231 | PPARgamma-SRC-1 coactivator recruitment biochemical assay | activation, % at 8 µM | actives 0.41% (n = 200,000) | AID 631, 2007; in the data active means activation above about 19%;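 further: 0% = DMSO and 100% = reference agonist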
Target sequence (P37231 whole entry, looked up): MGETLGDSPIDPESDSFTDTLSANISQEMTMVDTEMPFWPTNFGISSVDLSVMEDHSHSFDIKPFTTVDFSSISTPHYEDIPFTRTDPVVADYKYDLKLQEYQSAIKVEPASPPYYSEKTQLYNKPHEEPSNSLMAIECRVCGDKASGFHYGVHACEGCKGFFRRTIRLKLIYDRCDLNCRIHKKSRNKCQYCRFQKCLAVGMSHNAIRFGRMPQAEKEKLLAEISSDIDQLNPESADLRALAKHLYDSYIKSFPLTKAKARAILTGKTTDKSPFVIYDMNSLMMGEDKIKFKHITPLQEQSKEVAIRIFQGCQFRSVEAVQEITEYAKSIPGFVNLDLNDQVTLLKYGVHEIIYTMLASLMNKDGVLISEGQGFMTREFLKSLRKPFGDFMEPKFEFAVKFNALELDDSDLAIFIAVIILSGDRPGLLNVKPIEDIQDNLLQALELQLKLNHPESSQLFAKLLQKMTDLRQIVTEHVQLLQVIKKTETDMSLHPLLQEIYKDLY
Efa HMGR inh = inhibitors of E. faecalis class II HMGR, primary screen, biochemical, Enterococcus faecalis; AID 1066, 2008; inhibition, % at 10 µM; actives 0.41% (n = 190,000); purified E. faecalis HMGR, NADPH absorbance 340 nm kinetic;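 active means inhibition above a set limit, the median over all tested compounds plus 3 SD, cut at about 9.5% in these data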;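 further: enzyme runs in reverse so mevalonate oxidation gives rising NADPH absorbance; 0% = complete reaction with DMSO and 100% = background rate lacking mevalonate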
bIAP inh = bovine intestinal alkaline phosphatase inhibitors, primary screen, selectivity assay for TNAP inhibitor project, biochemical, bovine IAP, CDP-star luminescence | alkaline phosphatase, intestinal [Bos taurus] | purified bovine IAP, 30 min | inhibition, % at 20 µM | 190,000 tested, under 10 active | AID 1019, 2008;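 active means over 50% inhibition of intestinal alkaline phosphatase at 20 µM in the single-dose screen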
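System: purified bovine intestinal alkaline phosphatase (IAP) enzyme; Input: IAP diluted 1/65,000,000 in the well; Measured by: CDP-star luminescence signal; Compound dosing: 20 µM single dose; Incubation: 30 min reaction at room temperature.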
RAM inhibit = inhibitors of the yeast RAM network, primary screen, dse1pr::URA3 reporter, 5-FOA selection | S. cerevisiae dse1pr::URA3 reporter, 5-FOA growth OD615, 2 d; analog-sensitive cbk1-as2 kinase mutant strain | inhibition, % at 50 µM | actives 1.8% (n = 190,000) | AID 868, 2007;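 active means inhibition above a set limit, 3 SD over mean compound inhibition, cut at about 8.4% in these data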;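 further: 0% = DMSO-only wells with no growth and 100% = 10 µM 1-NA-PP1 full growth; inhibition rescues growth on 5-FOA so higher OD means more RAM inhibition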
Redox H2O2 prof = compounds producing H2O2 with reducing agent – biochemical, NIH compound library profiling, artefact control for MLSCN library redox annotation, primary screen; DTT-dependent redox cycling H2O2, phenol red/HRP absorbance; 100% = 100 µM peroxide control, 0% = buffer; activation, % at 10 µM; actives 0.03% (n = 200,000); AID 878, 2007;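 active means activation of at least 50% relative to the plate's high and low controls in the primary single-dose screen; inactive means activation below 50%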;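 further: compound incubated with DTT at 0.8 mM final as the reducing agent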
PPARg SRC2 recr = agonists of PPARg-SRC-2 recruitment, primary screen, biochemical, HTS; AID 1032, 2008; Peroxisome proliferator-activated receptor gamma (Homo sapiens), P37231; actives 0.34% (n = 200,000); activation, % at 8 µM; PPARgamma LBD-SRC-2 recruitment; in the data active means activation above about 22%;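 further: 0% = vehicle and 100% = reference agonist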
PPARg SRC3 recr = PPARgamma agonists recruiting SRC-3 coactivator, primary screen, biochemical; actives 0.26% (n = 200,000); biochemical PPARgamma/SRC-3 coactivator recruitment assay; AID 731, 2007; Peroxisome proliferator-activated receptor gamma (Homo sapiens), P37231; activation, % at 8 µM; in the data active means activation above about 23%;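 further: 0% = DMSO and 100% = reference agonist; some compounds past the cut are filed as inactive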
ROMK primary = ROMK potassium channel modulators, primary screen, cell-based, thallium flux, MLSMR library. ATP-sensitive inward rectifier potassium channel 1 (Homo sapiens), P48048. Tet-inducible ROMK, thallium flux fluorescence; actives lie on both sides. B-score at 10 µM. actives 2% (n = 130,000). AID 1918, 2009;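 active means signal ratio slope over the read window, or its plate-corrected B-score, at least 3 SD from the plate mean, either direction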;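 further: B-score of the F/F0 ratio slope over 7 to 12 s after thallium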
SRC2 TRFRET art = TR-FRET signal artefacts, primary screen, artefact control for PPARgamma SRC-2 agonist project, biochemical. TR-FRET artefact counter-screen; active compounds read high. TR-FRET ratio at 8 µM. actives 0.4% (n = 200,000). AID 1049, 2008; in the data active means TR-FRET ratio above about 2000; further: inactives centre near 1500
Starred values were filed as active, the others as inactive; · = no result given.

compound	S1P3 antag	L major viab	PPARg SRC-1 ag	Efa HMGR inh	bIAP inh	RAM inhibit	Redox H2O2 prof	PPARg SRC2 recr	PPARg SRC3 recr	ROMK primary	SRC2 TRFRET art
O=C1c2ccccc2NC2(CCCCC2)N1c1ccc(O)cc1	16	-3	-2	-2	16	2.5	0.0	-2	14	0.93	1580
O=c1cc(O)nc(-c2ccc(Cl)cc2)s1	-28	-8	-12	1	-16	-0.2	-0.2	5	0	0.67	1583
COc1c(F)c(F)c(-c2csc(N)n2)c(F)c1F	-2	-1	-2	·	·	·	0.6	13	2	·	1754
Fc1ccccc1/C=N/Nc1nn[nH]n1	·	1	-2	-7	6	0.9	1.9	-1	-4	0.3	1363
O=C(Cn1cnc2ccccc2c1=O)NCCC(=O)N1CCN(c2ccccc2)CC1	6	-6	12	6	-6	-0.1	1.7	-4	6	0.071	1547
CC(C)(C)NC(=O)C(c1cccs1)N(CC1CCCO1)C(=O)Cn1nnc(-c2cccs2)n1 (stereo not drawn)	-6	9	8	-7	-6	-0.1	2.2	6	18	0.07	1704
COC(=O)c1sccc1NC(=S)N1CCCCC1	·	2	6	-2	14	2.6	0.1	10	-3	-1	1517
CCCCc1nc2sc3c(=O)n(N)cnc3c2c2c1CCCC2	12	-4	3	-3	9	3.5	0.8	4	1	·	1558
CC(C)(C)C(=O)N1CCN(c2nc3ccccc3o2)CC1	-5	5	-2	-4	-6	-1.2	0.4	-4	1	0.14	1358
CCOC(=O)N/N=C\c1ccc(-c2cc(Cl)ccc2Cl)o1	5	6	1	3	-7	4.5	-0.8	5	1	-1.1	1693
Cc1ccc(NC(=O)CN2C(=O)NC(Cc3ccccc3)C2=O)cc1 (stereo not drawn)	·	-2	-9	·	5	·	-0.2	-2	-6	0.14	1475
C[N+](C)(C)CCCCCCC(=O)/C=N/O	9	-5	-11	-5	21	-0.2	0.1	5	-1	·	1537
COc1cccc(OCC(Cn2cnc3ccccc32)OC(C)=O)c1 (stereo not drawn)	-11	5	2	0	-15	-0.1	-0.2	5	3	-0.0091	1625
C=CCn1c(SCC(=O)N2CCc3ccccc3C2)nnc1-c1ccncc1	-11	1	1	3	-6	1.2	-0.1	-7	-2	-0.76	1427
c1ccc(CSc2n[nH]c(-c3ccco3)n2)cc1	·	1	-4	-7	15	-0.4	0.3	-2	1	2*	1606
COc1ccc(CCn2c(-c3ccccc3)nc3c(c(=O)c4ccccc4n3C)c2=O)cc1	0	22	1	-1	18	2.9	-0.2	13	6	0.89	1548
COc1ccc2nc(NC(=O)Cn3cnc4c(=O)n(C)c(=O)n(C)c43)sc2c1	18	-6	-2	1	15	0.2	0.0	9	17	-0.21	1669
Cc1cc(C)nc(NC2=NCCN2C(=O)NC2CCCCC2)n1	-10	5	-10	-2	-1	0.5	2.7	2	-1	·	1442
CC(NC(=O)CCSCCC(=O)NC(C)c1ccccc1)c1ccccc1 (stereo not drawn)	-12	-2	-4	-5	9	1.6	-0.4	-4	-6	0.69	1327
CCOC(=O)CNC(=S)N(CCCN1CCCCC1)Cc1cccs1	3	19	-4	-5	-26	-0.2	-0.7	-6	0	·	1387
O=C(c1ccc(F)cc1)C(C(=O)N1CCCCC1)n1ccccc1=O (stereo not drawn)	-26	-6	4	-4	5	0.9	-0.2	2	1	0.28	1543
COc1ccc(NC(=O)CSc2nnc(Cn3c(=O)sc4ccccc43)n2C)cc1OC	10	-3	2	-7	12	3.9	-0.3	7	5	·	1712
O=C(Cn1cnc(Cl)c1Cl)c1ccc(F)cc1	-12	-1	-3	3	-5	3.3	-1.9	0	1	-0.9	1386
O=C(Nc1ccccc1)c1sc(Cl)nc1-c1ccccc1	4	-4	5	-5	10	2.8	0.0	-2	0	·	1680
CCCCNC(=S)NC1CCCC1	5	-3	-5	-3	13	-1.5	0.3	3	-3	·	1415
Cc1ccc(OC(=O)C23CC4CC(CC(C4)C2)C3)c(C)n1	4	-5	-5	-2	2	0.3	-0.4	9	3	-0.0014	1485
COc1cc(OC)cc(C(=O)n2cnnc2N)c1	·	-4	-2	2	-9	0.9	0.2	3	0	-0.44	1528
COc1ccc(CN=CC2=C(O)CC(C)(C)CC2=O)cc1	-53	-9	8	-2	11	1.1	0.4	10	12	·	1730
Cc1nnc2sc(SCc3ccc(Br)cc3)nn2c1=O	-1	-7	8	3	3	0.2	-0.1	7	2	-0.43	1687
NC(=O)CSc1nnc2ccc(-c3ccc(F)cc3)nn12	-19	-6	5	-5	-5	1.3	-3.0	10	6	0.36	1555
Cc1nc(CSc2nnc(N)s2)cs1	-10	-1	0	0	1	2.0	-0.3	5	-4	·	1575
COc1ccc(N2CCN(C(=O)c3ccc(N(C)S(=O)(=O)c4ccc(OC)cc4)cc3)CC2)cc1	-4	23	9	0	5	0.8	0.3	-5	-1	-14*	1538
CC(C)C(OC(=O)c1cc2sccc2n1C)C(=O)NCC1CCCO1 (stereo not drawn)	11	-4	14	-6	-3	0.8	1.6	4	8	·	1339
Cc1ccc(NCc2n[nH]c(=S)n2-c2cccc(Cl)c2)cc1	5	-9	9	4	1	3.3	-0.2	9	2	-0.042	1637
CCCOc1ccc(NC(=O)CC2Nc3ccccc3NC2=O)cc1 (stereo not drawn)	-1	-1	1	-3	8	3.9	-0.1	14	4	-0.36	1641
O=C(NCc1n[nH]c(=S)n1-c1cccc(C(F)(F)F)c1)c1ccc(S(=O)(=O)N2CCCC2)cc1	-6	-1	3	1	-5	1.6	0.5	7	2	0.0088	1680
O=C(O)CCS(=O)(=O)c1cccc2cccnc12	12	-7	3	-4	3	1.7	0.4	8	8	-0.34	1539
Cc1cc2ccccc2nc1SCC(=O)N1CCCC1	-27	8	8	-3	6	-0.1	0.2	5	6	·	1543
Clc1ccc(/C=N/N2CCN(Cc3ccccc3Cl)CC2)cc1	0	-1	-6	1	-14	1.0	-2.2	10	3	0.75	1665
OCCCC1CCCCN1Cc1nc(Cc2ccccc2Cl)no1 (stereo not drawn)	-6	-5	2	-1	-4	0.8	-0.7	6	6	0.0025	1719
CC(C)CC(=O)Nc1ccc(F)c(Cl)c1	21	60*	2	1	14	0.2	1.4	-5	-8	-0.0069	1400
CC1(C)OC(=O)CC1C(=O)NCc1ccccc1 (stereo not drawn)	2	0	6	0	9	0.3	0.8	1	-3	·	1499
COC(=O)c1c(NC(=O)c2ccco2)sc(C(=O)N2CCCC2)c1C	-27	4	2	0	2	4.7	-11	3	3	·	1565
Cc1onc(-c2ccccc2)c1C(=O)NCCc1c[nH]c2ccccc12	-54	11	1	3	9	3.6	0.9	4	4	·	1595
COCCOCCn1cnc2ccccc21	·	-7	4	-7	10	0.1	1.0	6	6	·	1468
CCOc1ccc2nc(SCC(=O)NCc3ccc4c(c3)OCO4)[nH]c2c1	·	1	17	0	-8	0.3	-1.8	9	13	·	1819
CCOC(=O)C1=C(C)N=c2s/c(=C\C(=O)OC)c(=O)n2C1c1ccc(OC)cc1 (stereo not drawn)	18	19	2	0	7	2.7	1.5	0	-6	-6.4*	1767
CCc1cc2c(SCC(=O)O)ncnc2s1	-20	-7	5	3	10	1.8	-1.0	2	13	·	1599
COc1ccc2nc(SCCN(C)C)[nH]c2c1	-17	-4	15	3	0	0.7	6.6	8	4	-0.0085	1771
Cc1cccc(-n2c(CNC(=O)c3ccccc3)nnc2SCC(=O)Nc2nccs2)c1	-15	-3	-8	-8	6	2.1	-0.4	-5	-3	·	1382
O=C(CSc1nnc(-c2n[nH]c3ccccc23)n1-c1ccccc1)Nc1ccccc1Cl	7	60*	-3	-3	1	6.1	-0.5	3	1	0.011	1470
Cc1cc(NC(=O)CSc2nc(=O)cc(N)n2-c2ccc(Cl)cc2)no1	-4	0	8	-1	-6	1.7	-1.3	6	3	-1.5	1516
CCN(CC)c1ccc(/C=C2\CCC(/C=C(\C#N)C(=O)Nc3ccccc3F)=C2N2CCOCC2)cc1	-10	2	0	2	7	6.6	8.2	6	2	0.3	1573
O=C(c1cccc(C(F)(F)F)c1)N1CCC(O)(CS(=O)(=O)Cc2ccccc2)CC1	·	-3	-2	-1	-7	1.3	1.8	-6	-13	·	1532
COc1ccccc1OCc1ccc(C(=O)N2CCOCC2)o1	-3	3	6	-4	0	-0.4	-0.2	-8	0	-0.72	1326
CCOC(=O)c1ccc(N/C=C2\CCCCC2=O)cc1	·	7	6	-1	12	-0.3	-14	-1	-4	·	1354

Bioassay records deposited in PubChem by several laboratories.
